# Source: PubChem
# HSP90 inh – HSP90 inhibitors, primary screen, cell lysate, luminescence. Heat shock protein HSP 90 (rabbit reticulocyte lysate; luciferase refolding). Rabbit reticulocyte lysate, luciferase refolding luminescence, 3 h. inhibition, % at 5.6 µM. actives 0.91% (n = 290,000);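 active = inhibition above the screen-wide mean plus 3 SD, computed separately per campaign, cut at about 16% in these data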;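 also: 0% = DMSO wells and 100% = 60 µM geldanamycin wells; inhibitors lower the luminescence because luciferase stays unfolded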
# GSK3 alpha inh – blockers of GSK3A enzyme activity – biochemical, luminescence, cell-free homogeneous, HTS, primary screen | AID 2650, 2010 | Glycogen synthase kinase-3 alpha (Homo sapiens), P49840 | actives 0.1% (n = 320,000) | inhibition, % at 10 µM | GSK-3 alpha kinase, ADP-Glo luminescence, 60 min;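 in the data active = inhibition above about 50%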;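 also: GST-tagged GSK-3 alpha with peptide substrate and 25 µM ATP; 0% = DMSO neutral wells and 100% = GW8510 positive control wells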
# Target sequence (P49840 whole entry, looked up): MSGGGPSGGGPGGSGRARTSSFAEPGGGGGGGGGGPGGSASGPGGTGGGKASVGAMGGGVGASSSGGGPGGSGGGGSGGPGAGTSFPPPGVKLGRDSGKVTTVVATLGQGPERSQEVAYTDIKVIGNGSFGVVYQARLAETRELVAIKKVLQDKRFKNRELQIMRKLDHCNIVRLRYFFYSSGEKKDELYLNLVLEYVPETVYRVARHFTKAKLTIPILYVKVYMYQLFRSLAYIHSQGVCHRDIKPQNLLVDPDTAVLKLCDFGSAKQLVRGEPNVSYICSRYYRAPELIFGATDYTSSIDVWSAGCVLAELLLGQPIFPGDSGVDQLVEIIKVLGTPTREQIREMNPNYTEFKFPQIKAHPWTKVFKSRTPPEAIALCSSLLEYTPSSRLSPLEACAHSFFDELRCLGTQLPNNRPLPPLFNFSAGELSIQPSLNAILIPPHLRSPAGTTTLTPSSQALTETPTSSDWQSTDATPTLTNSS
# GSK3beta inhib – human GSK3beta kinase inhibitors, primary screen, biochemical, cell-free homogeneous, HTS | Glycogen synthase kinase-3 beta (Homo sapiens), P49841 | GST-GSK3beta kinase, ADP-Glo luminescence, 60 min; active compounds read low | activity score (negative = inhibition), % at 10 µM | actives 0.038% (n = 300,000) | AID 2097, 2009;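 active = more than half of replicate wells score below -50%, meaning over 50% inhibition versus plate controls; inconclusive = some replicates but at most half score below -50%; inactive = no replicate scores below -50%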;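 also: 0% = median DMSO wells and -100% = median GW8510 positive control wells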
# Target sequence (P49841 whole entry, looked up): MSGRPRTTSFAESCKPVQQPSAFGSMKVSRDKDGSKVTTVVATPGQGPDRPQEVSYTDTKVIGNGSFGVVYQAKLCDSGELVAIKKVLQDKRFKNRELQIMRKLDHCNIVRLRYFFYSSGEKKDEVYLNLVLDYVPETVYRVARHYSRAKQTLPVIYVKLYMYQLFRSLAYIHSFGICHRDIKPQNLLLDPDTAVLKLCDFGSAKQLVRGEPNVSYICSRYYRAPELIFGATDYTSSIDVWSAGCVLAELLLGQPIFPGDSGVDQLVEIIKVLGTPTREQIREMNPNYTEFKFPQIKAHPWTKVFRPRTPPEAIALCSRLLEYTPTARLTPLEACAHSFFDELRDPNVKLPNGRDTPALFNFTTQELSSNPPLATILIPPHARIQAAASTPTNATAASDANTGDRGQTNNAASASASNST
#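 Test system – GST-tagged human GSK3beta kinase, cell-free · Incubation – 60 min enzyme reaction, room temperature · Signal – ADP-Glo luminescence · Also added – peptide substrate and ATP at 25 µM · Controls – DMSO neutral wells and GW8510 at 20 µM as positive · Buffer or medium – Tris/MgCl2 kinase buffer · Measure – Luminescence-derived activity versus plate DMSO and GW8510 wells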
# HSF1 inh – HSF1 inhibitors in luciferase reporter cells, primary screen, cell-based, NIH3T3, luminescence; activity change, negative = inhibition, % at 7.5 µM (by protocol); actives 0.77% (n = 300,000); AID 2098, 2009; NIH3T3-HGL HSE-luciferase, MG132-induced, luminescence 8 h; active compounds read low;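 active = more than half of replicate wells show activity change below -50%, luminescence cut by over half; inconclusive = some wells, but at most half, below -50%; inactive = no replicate well below -50%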;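 also: luciferase reports HSF-1 transcriptional activity via heat shock element; 0% = median of DMSO wells and -100% = zero luminescence signal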
# HSF1 activator – HSF-1 activators, primary screen, NIH3T3-HGL cells, MG132 stress, luminescence, single point. NIH3T3-HGL HSF-1 luciferase reporter, 8 h; 100% = twice DMSO control signal. activation, % at 9 µM. actives 1.7% (n = 300,000). AID 504408, 2011;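 active = mean replicate activation of at least 50% with a set share of replicates each reaching 50%; inconclusive = only one of those two conditions met; inactive = mean below 50% and too few replicates reaching it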;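 also: 0% = median of the neutral control wells and 100% = twice that signal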
# aSyn UTR inh – MLPCN primary screen, SNCA 5' untranslated region | actives 0.82% (n = 300,000) | alpha-synuclein 5'UTR reporter, inhibitor activity | inhibition, % (tested at 7.5 µM) | AID 1813, 2009; in the data active = inhibition above about 60%; inconclusive = no clear call, values can overlap the other calls;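 also: H4 neuroglioblastoma cells stably carrying SNCA 5'UTR luciferase fusion; 0% = DMSO wells and 100% = positive control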
# HIF activator – HIF pathway transcriptional activators, primary screen, cell-based, U2OS HRE-luciferase, luminescence; AID 1910, 2009; U2OS HRE-luciferase reporter; normalized: DMSO 0%, desferrioxamine 100%; activation, % at 7.5 µM (by protocol); actives 0.32% (n = 300,000);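 active = mean activation of at least 10% of the iron chelator positive control signal, with at least half of replicates also reaching 10%; inconclusive = mean and replicate majority disagree about reaching 10%; inactive = mean and most replicates under 10%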
# KLF5 inhibitor – KLF5 expression inhibitors, primary screen, DLD-1 cells, luminescence; DLD-1 KLF5 promoter-luciferase reporter; inhibition, % at 5 µM; actives 0.23% (n = 290,000);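 active = inhibition above a per-plate limit of that plate's mean compound inhibition plus 3 SD, cut at about 60% in these data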;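 also: 0% = DMSO wells and 100% = LY294002 at 200 µM; higher means less KLF5 promoter-driven luciferase light; inactives centre near -14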
# IEC-6 cytotox – cytotoxicity in IEC-6 intestinal epithelial cells, primary screen, cytotoxicity control for KLF5 inhibitor project, cell-based, luminescence. IEC-6 cytotoxicity, luminescence viability. actives 0.78% (n = 290,000). inhibition, % at 5 µM; in the data active = inhibition above about 22%;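 also: 0% = plate median of test compound wells and 100% = cytotoxic reference compound wells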
# AI-2 QS mod – Vibrio harveyi AI-2 quorum sensing modulators, primary screen, JMH597 strain, luminescence/OD600 ratio. Vibrio harveyi JMH597 AI-2 luminescence/OD600 ratio, 9 h; active compounds read low; strain lacks LuxN and CqsS sensors; 0 = neutral-control median. AID 2094, 2009. activity change, % at 7.5 µM. actives 0.4% (n = 300,000); in the data active = activity change below about -75%, passing the limit was not always enough; inconclusive = no clear call, values can overlap the other calls;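 also: luminescence divided by OD600 gain over 9 h not by final OD600 alone; inactives centre near 13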
# Numbers without * were called inactive; u = inconclusive; x = no result given.
SMILES,HSP90 inh,GSK3 alpha inh,GSK3beta inhib,HSF1 inh,HSF1 activator,aSyn UTR inh,HIF activator,KLF5 inhibitor,IEC-6 cytotox,AI-2 QS mod
CCCCC(=O)Nc1ccc(C(=O)Nc2ccc3c(c2)OCO3)cc1,2,-3,1,0,-1,-2,0.2,-15,5,12
O=C(c1c(O)c2ccccc2oc1=O)C1CCC1,3,-4,0,1,0,-20,0.3,3,1,36
FC(F)(F)c1cc(N2CCNCC2)c2ccccc2n1,2,14,-4,-5,-14,-2,-0.6,-50,5,9
COC(=O)c1ccccc1S(=O)(=O)N1CCC(C(=O)OC(C)C(=O)Nc2ccc(NC(C)=O)cc2)CC1 (stereo not drawn),-4,0,0,-6,1,-8,0.3,7,3,5
CC(C)Cc1cc(C(=O)Nc2cc(C(F)(F)F)ccc2Cl)no1,9,-5,1,5,-1,-24,-0.2,-30,-3,8
CC(C)(C)c1ccc(S(=O)(=O)N2CCC(c3nc4ccc(Cl)cc4[nH]3)CC2)cc1,-1,-2,1,4,-2,6,-0.1,-18,-2,25
COC(=O)Cn1c(=NC(=O)CSC(C)=O)sc2ccccc21,-6,-3,-2,-1,-15,-7,0.0,-6,-10,32
O=S(=O)(NC1CCCCC1Sc1ncccn1)c1ccccc1 (stereo not drawn),-2,-1,-6,8,35,7,-0.3,-10,-4,-3
CCOC(=O)N1CCC(N2CCN(Cc3ccc(C)o3)C(CCO)C2)CC1 (stereo not drawn),1,-1,-3,-19,-33,8,0.0,-14,-1,0
CN1c2ccccc2Oc2c(c(=O)n(C)c(=O)n2C)C1c1cccc([N+](=O)[O-])c1 (stereo not drawn),-4,1,-3,-4,1,18,-0.5,-24,2,19
CC(=O)N1CCc2cc(S(=O)(=O)NC(C(=O)NCc3ccccc3)C(C)C)ccc21 (stereo not drawn),6,-1,x,6,13,12,-0.3,-9,-4,x
CCOc1ccc(C2CC(c3ccc(OC)c(OC)c3)n3nc(N)nc3N2)cc1 (stereo not drawn),2,-1,-3,-5,3,24,0.2,-4,2,13
CCC(C(N)=NCCc1ccc(OC)c(OC)c1)c1ccccc1 (stereo not drawn),-1,0,2,-2,3,15,0.3,-24,6,3
CCN(CCNC(=O)CN1CCN(Cc2ccc(Cl)cc2)C1=O)c1ccccc1,-2,-1,5,49,70*,9,-0.1,-21,-1,5
Cc1cccc(NS(=O)(=O)c2ccc(NS(=O)(=O)c3cccs3)cc2)c1,-2,-2,1,-9,1,2,-0.1,16,-3,27
Nc1ccc(C(=O)Nc2ccc3nc(-c4cccnc4)[nH]c3c2)cc1,-8,-2,-2,2,-12,5,0.4,-59,-7,26
COc1ccc(/C=C/c2nc(-c3ccccc3O)n[nH]2)cc1OC,-4,-6,-3,16,-7,-132,3.4,-98,-5,-1
COc1ccccc1C1C(C(=O)c2cc3ccccc3o2)=C(O)C(=O)N1CCN(C)C (stereo not drawn),4,-3,-1,-7,-10,14,0.5,-16,10,11
N#Cc1ccc(CSc2nnc(NC(=O)c3ccc(=O)[nH]c3)s2)cc1,5,1,-1,-1,4,10,0.0,-17,-4,2
O=C(NCCO)c1cc([N+](=O)[O-])cc2c1C=Cc1ccccc1O2,3,7,2,-10,-11,20,0.2,-22,5,28
CCOC(=O)C1CCN(S(=O)(=O)c2ccc3[nH]c(=O)oc3c2)CC1,-6,2,-2,-2,4,12,-0.4,-5,-5,43
CC1(C)Cc2c(sc(NC(=O)C(=O)N3CCOCC3)c2C(N)=O)CO1,4,0,-2,-4,-16,2,-0.3,-26,0,-5
CCOCC(=O)Nc1cc(C(=O)Nc2ccc(F)cc2)ccc1Cl,-4,-1,0,1,-1,3,-0.2,-45,-3,-21
CCN1CCN(CCNC(=O)c2ccc(/C=C3/Sc4ccccc4N(Cc4cccc(Cl)c4)C3=O)cc2)CC1,2,3,-4,2,11,-22,0.3,-31,0,-4
O=[N+]([O-])c1cc(C(F)(F)F)ccc1NCCCN1CCOCC1,5,0,-2,-1,7,24,0.7,-8,-1,19

# Continued:
SMILES,HSP90 inh,GSK3 alpha inh,GSK3beta inhib,HSF1 inh,HSF1 activator,aSyn UTR inh,HIF activator,KLF5 inhibitor,IEC-6 cytotox,AI-2 QS mod
O=C(CSc1nnnn1C1CCCCC1)Nc1cccc(NC(=O)c2ccco2)c1,1,0,1,0,-15,-15,0.1,-8,3,41
CC(C)CCNC(=O)CNC(=S)N(Cc1ccccc1)Cc1cccnc1,1,2,-15,-1,18,0,-0.7,2,2,10
COc1ccccc1NC(=O)C(O)C(O)C(=O)Nc1ccccc1OC (stereo not drawn),1,0,1,-6,11,-4,0.0,-18,-2,4
Cc1cc(C)c2cc(CN(CCN3CCCC3)C(=O)Nc3ccc(F)cc3)c(=O)[nH]c2c1,2,-1,-2,-3,0,9,0.3,-18,1,12
CCOc1cc2oc(=O)c3c(c2cc1Cl)CCC3,-2,-2,1,5,-2,4,x,8,-3,9
CCCc1nnc(NC(=O)CCC(=O)N2CCN(Cc3ccccc3)CC2)s1,-1,-3,-1,-10,-17,12,0.1,9,2,30
COC(=O)CSc1nc2cc3c(cc2cc1C#N)OCO3,-2,-2,4,31,45,-201,2.0,-49,2,18
CC1(C)CC(=O)C2=C(C1)OC1=C(C(=O)CC(C)(C)C1)C2c1ccc(O)cc1O,-3,1,4,28,34,-11,-2.8,-12,-2,27
Cc1cccc(Nc2nc(-c3sc(C)nc3C)cs2)c1,2,-1,-1,2,1,-149,3.9,-50,0,2
COc1cccc(CNC(=O)C2Cc3ccccc3CN2C(C)=O)c1 (stereo not drawn),3,1,2,2,1,0,-0.4,-8,2,-1
O=[N+]([O-])c1ccc(Cl)cc1NCc1cccnc1,x,2,-4,-5,-6,31,-0.1,x,x,-7
Cc1ccc(NC(=O)C2CCCN(c3nccc(C)n3)C2)c(C)c1 (stereo not drawn),-2,0,-1,11,u,10,-0.3,-11,-2,19
Cc1ccn2c(C(=O)N/N=C\c3ccccc3[N+](=O)[O-])c(C)nc2c1,-2,3,3,38,78*,-4,0.0,1,-3,-15
Cc1sc2nc(C3CC3)nc(SCC(=O)N3CC(=O)Nc4ccccc43)c2c1C,-6,-2,2,-4,-6,-2,0.1,-12,-2,37
CCC(Sc1nc(C)cc(C)n1)C(=O)Nc1cc(C)on1 (stereo not drawn),-4,2,0,5,19,-7,-0.3,-4,-2,20
CCOC(=O)NN1C(=O)c2ccccc2NC12CCCC2,-4,-1,3,-4,1,-3,-0.7,-22,-7,30
Cc1cc(C(F)(F)F)nn1CC(=O)NCc1ccccc1,0,0,-6,0,27,10,0.2,-47,2,21
CCN(CC)CCNC(=O)c1ccc(NC(=O)c2ccc(COc3ccccc3)cc2)cc1,16,x,2,-1,-21,-13,0.4,-28,1,0
NC(=O)CNC(=O)C1CCCc2c1[nH]c1ccc(Cl)cc21 (stereo not drawn),-2,-1,-5,-4,-1,23,-0.2,-3,-6,17
CCC(C)NCCOCCOc1cc(C)c(Cl)c(C)c1 (stereo not drawn),4,1,-18,-6,-14,6,-0.1,-20,11,2
COC(=O)c1c(NC(C)=O)csc1C,0,-2,-2,-7,-1,-4,0.4,1,-2,29
COc1ccc(C(=O)Nc2ccccc2SCc2cc(=O)n3nc(C)sc3n2)cc1OC,-8,-2,-3,-2,-4,5,-0.9,-30,-1,14
CC(=O)Nc1ccccc1OC(=O)N1CCOCC1,0,0,1,-1,4,-2,-0.1,-44,4,20
O=C(COc1ccc(F)cc1)NN1C(=O)CSC1=S,3,4,3,-4,0,13,-0.2,13,-3,21
CC(C)(C)n1nnnc1CN1CCC(NC(=O)NC2CCCCC2)CC1,6,1,2,-43,-56,9,0.3,-19,6,5

# HSF1 activator: entries above that show a hit.
SMILES,HSP90 inh,GSK3 alpha inh,GSK3beta inhib,HSF1 inh,HSF1 activator,aSyn UTR inh,KLF5 inhibitor,AI-2 QS mod
CCN(CCNC(=O)CN1CCN(Cc2ccc(Cl)cc2)C1=O)c1ccccc1,-2,-1,5,49,70*,9,-21,5
Cc1ccn2c(C(=O)N/N=C\c3ccccc3[N+](=O)[O-])c(C)nc2c1,-2,3,3,38,78*,-4,1,-15

# The results go on:
SMILES,HSP90 inh,GSK3 alpha inh,GSK3beta inhib,HSF1 inh,HSF1 activator,aSyn UTR inh,HIF activator,KLF5 inhibitor,IEC-6 cytotox,AI-2 QS mod
CC(C)(C)c1ccc(C(=O)N2CCC(=O)N(C(CO)Cc3ccccc3)CC2)cc1 (stereo not drawn),6,-2,3,-40,-53,-18,-1.7,-23,4,7
CCc1ccc(OCC(=O)O/N=C(\N)Cc2ccc([N+](=O)[O-])cc2)cc1,-5,-2,0,-5,-1,6,-0.3,-1,2,-7
Cc1ccc(C(=O)OCC(=O)Nc2sc3c(c2C#N)CCCC3)cc1NC(=O)c1ccco1,14,0,1,2,15,3,-0.7,-4,-5,20
Cc1ccc(Nc2nc(-c3ccc(S(=O)(=O)N4CCCC4)cc3)cs2)cc1C,4,0,3,-5,-6,-9,0.5,12,3,25
C=CCNC(=O)CN(c1ccccc1OCC)S(=O)(=O)c1ccc(C)cc1,-2,-2,2,-5,1,26,0.3,7,-1,10
COCc1[nH]nc2c1C1(CCSCC1)C(C#N)=C(N)O2,-4,-1,0,-85*,-88,9,-0.1,-10,-4,15
O=C(Nc1nnc(C2CCCCC2)s1)c1ccco1,-2,-4,1,24,27,-178,2.1,-23,5,7
O=c1oc2ccccc2c(NCc2ccccc2F)c1[N+](=O)[O-],-1,2,-1,5,-7,-24,-0.7,8,12,17
CCOc1cc(CNn2cnnc2)cc(Br)c1OCC(=O)NC(C)(C)C,-4,-1,-2,-8,1,6,-4.0,-17,-3,17
COc1ccccc1C(=O)NNC(=O)CCN1C(=O)/C(=C\c2ccccc2)SC1=S,0,-1,-3,3,-1,8,0.0,-10,-3,31
Cc1ccc(/C=N/NC(=S)N2CCOCC2)cc1,-3,0,-1,17,14,-85,1.3,-25,-5,14
Cc1ccc(-c2csc3nc(C)n(-n4c(C)ccc4C)c(=O)c23)o1,-1,-1,0,7,25,14,-0.8,19,-5,16
